# NR3A LBD binder: modulates the human NR3A ligand-binding domain | Tm shift relative to glycine control, % at 25 µM | 340,000 compounds, 2.5% hits | NR3A LBD differential scanning fluorimetry, Tm shift; 0% = protein alone, 100% = glycine-bound protein;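 active means melting temperature shift of at least 10% of the positive control shift, at one fixed dose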
# hIAP block: human IAP inhibition; purified IAP, CDP-Star luminescence, 30 min; inhibition, % at 10 µM; 330,000 compounds, 0.12% hits;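 active means inhibition reaching a set limit with compound at 10 µM in the primary screen, cut at about 35% in these data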;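 further: plate controls were DMSO wells with enzyme for no effect and no-enzyme buffer wells for full effect; values of inactives mirror those of a sister screen read the other way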
# hIAP act: human IAP activation; P09923; purified human IAP, CDP-Star luminescence, 30 min; stronger effect = higher value; 1 = vehicle-only enzyme, 0 = enzyme-free background; 330,000 compounds, 0.16% hits; AID 2524; activation factor at 10 µM;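 active means activation factor of the enzyme at least 2-fold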; further: the source names both 10 and 20 µM as test concentration; values of inactives mirror those of a sister screen read the other way
# mIAP act: increases mouse intestinal alkaline phosphatase activity; muIAP, CDP-Star luminescence, 30 min; stronger effect = higher value; 1 = vehicle-only enzyme signal, 0 = enzyme-free wells; activation factor at 10 µM; 330,000 compounds, 0.24% hits; AID 2805;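 active means activation factor of at least 2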; further: the source names both 10 and 20 µM as test concentration; values of inactives mirror those of a sister screen read the other way
#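 System: Mouse IAP enzyme | Also added: CDP-Star substrate | Dosing: Compounds dispensed in DMSO | Schedule: 30 min enzyme-substrate-compound incubation at room temperature | Technique: Chemiluminescence readout | Control set: DMSO-only wells and no-enzyme negative control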
# MPTP block: blocks calcium-induced mitochondrial swelling. isolated mouse mitochondria, Ca2+ swelling absorbance, 30 min. inhibition, % at 10 µM. 360,000 compounds, 1.4% hits;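 active means inhibition of 50% or more, scaled per plate between neutral and stimulator controls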;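 further: 0% = DMSO wells given calcium and 100% = 1 mM EGTA wells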
# MIN6 prolif: induces beta-cell replication in MIN6 cells; 330,000 compounds, 0.29% hits; proliferation, % at 10 µM; MIN6 cells proliferation, ATPlite luminescence, 48 h; cells starved in 0.2% serum; 100% = growth in 10% serum;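 active means compounds whose signal lies at least 3.5 SD above the mean of all wells on their plate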;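 further: 0% = DMSO-treated cells in low-serum medium and 100% = 10% serum control; some compounds called inactive have numbers as strong as hits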
# mIAP block: blocks mouse intestinal alkaline phosphatase. inhibition, % at 10 µM. 330,000 compounds, 0.2% hits. purified mouse IAP, CDP-Star luminescence, 30 min;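 active means inhibition of at least 40% at 10 µM in the primary screen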;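 further: plate controls were DMSO with enzyme for no effect and no enzyme wells for full effect; values of inactives mirror those of a sister screen read the other way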
# A3A deaminase: inhibitors of human APOBEC3A DNA deaminase; recombinant A3A, FAM/TAMRA ssDNA deamination fluorescence; inhibition, % at 20 µM; AID 493011; P31941; 330,000 compounds, 0.41% hits;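 active means at least 40% inhibition at 20 µM here, with at most 30% in a related deaminase screen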;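 further: plate controls were A3A with DMSO for no effect and wells lacking A3A enzyme for full effect; some results filed as inactive read as strong as hits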
# Target sequence (P31941 whole entry, looked up): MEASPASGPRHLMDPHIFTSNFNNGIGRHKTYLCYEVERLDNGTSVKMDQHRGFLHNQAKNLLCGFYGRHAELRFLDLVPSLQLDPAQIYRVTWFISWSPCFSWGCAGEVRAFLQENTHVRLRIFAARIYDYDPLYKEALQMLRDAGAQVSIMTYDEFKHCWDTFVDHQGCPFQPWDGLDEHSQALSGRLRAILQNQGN
# A3G deaminase: inhibitors of human APOBEC3G DNA deaminase; inhibition, % at 20 µM; 330,000 compounds, 0.28% hits; recombinant A3G, ssDNA deamination FAM/TAMRA fluorescence; Q9HC16;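 active means inhibition of at least 40% at 20 µM, with no more than 30% in the related APOBEC3A deaminase screen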;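 further: plate controls were DMSO wells with A3G for no effect and wells lacking A3G enzyme for full effect; some compounds called inactive have numbers as strong as hits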
# Target sequence (Q9HC16 whole entry, looked up): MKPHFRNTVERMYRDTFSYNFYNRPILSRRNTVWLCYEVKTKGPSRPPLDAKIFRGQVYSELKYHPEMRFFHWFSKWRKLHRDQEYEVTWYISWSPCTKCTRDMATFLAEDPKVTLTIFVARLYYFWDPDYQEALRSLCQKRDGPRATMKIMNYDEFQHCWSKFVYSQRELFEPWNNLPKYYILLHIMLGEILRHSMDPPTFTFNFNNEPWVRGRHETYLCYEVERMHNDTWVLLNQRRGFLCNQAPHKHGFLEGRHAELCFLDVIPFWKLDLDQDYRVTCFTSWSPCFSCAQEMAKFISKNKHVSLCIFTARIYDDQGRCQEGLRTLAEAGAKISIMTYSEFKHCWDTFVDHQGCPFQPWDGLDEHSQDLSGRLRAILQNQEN
# An asterisk follows results filed as active; . = not tested or not shown.
SMILES,NR3A LBD binder,hIAP block,hIAP act,mIAP act,MPTP block,MIN6 prolif,mIAP block,A3A deaminase,A3G deaminase
Cc1ccc(C)c(C(=O)COC(=O)CNS(=O)(=O)c2ccccc2)c1,1,-15,1.2,0.96,0.6,-1,4,-4,-10
COc1ccc(-c2nn(-c3ccccc3)cc2/C=C\C(=O)Nc2ccc(C(=O)O)cc2)cc1,-3,-21,1.2,0.92,-0.5,-4,8,1,-4
Cc1ccc(OCC(=O)N/N=C/c2cccnc2)cc1,-1,-28,1.3,1.1,-1.1,-1,-7,-2,-8
COc1ccc(NC(=O)c2cn(C)c(=O)c3cc(OC)c(OC)cc23)c(OC)c1,5,-4,1,1.1,2.6,-4,-10,2,-5
O=C(COc1nc2ccccc2nc1N1CCOCC1)Nc1cccc(S(=O)(=O)N2CCCCC2)c1,-14,15,0.85,0.99,0.3,0,1,5,-9
Cc1c(C(=O)C(=O)NCc2ccco2)c2ccccc2n1C,1,-13,1.1,1,-0.5,-4,0,-8,-4
Oc1ccc(Cl)cc1CNc1cnc2ccccc2c1,-6,-16,1.2,0.99,9.5,-1,0,-1,-9
CSc1ccccc1C(=O)N1CCN(c2ncccn2)CC1,-2,3,0.97,1,-0.2,-5,-2,2,-5
COc1cc(CN2CCN(Cc3ccc(C(F)(F)F)cc3)CC2)cc(OC)c1OC,2,-12,1.1,0.96,0.1,-2,4,-2,0
COc1ccc2c(c1)NC(c1cc(Cl)cc(Cl)c1O)c1cccn1-2 (stereo unspecified),-3,3,0.97,0.95,1.9,-3,5,-8,-11
CCc1nnc(SCC(=O)N2CCCC(N3CCN(c4ccccc4C)CC3)C2)o1 (stereo unspecified),-1,-17,1.2,1,-0.7,-2,-4,0,-4
COc1cccc(C(=O)NCc2ccc3c(c2)OCO3)c1OC,0,-6,1.1,0.9,0.7,-1,10,-7,0
CC(=O)Nc1ccc(S(=O)(=O)Nc2ccc(Nc3ccccc3)cc2)cc1,-13,9,0.91,0.99,0.6,-3,1,-5,-9
Cc1c(Br)c(O)c(Br)c2sc(=O)oc12,6,-9,1.1,0.41,29,-6,59*,8,33
Cc1ccc(Cl)cc1N(CC(=O)Nc1cccc(N(C)S(C)(=O)=O)c1)S(C)(=O)=O,-3,-6,1.1,1.1,-0.1,-4,-11,2,-8
O=C(NCCCc1ccccc1)[C@@H]1Cc2ccccc2CN1,6,19,0.81,0.97,-1.0,-1,3,-6,62*
CCC(C)NC(=O)CSc1ccc(Cl)cc1 (stereo unspecified),0,8,0.93,1.1,0.8,-1,-5,-2,0
COc1ccc2c(c1)C=C(CN1CCC(CO)(CCc3ccccc3)CC1)CO2,-1,-14,1.1,1,0.2,-5,-4,-2,-4
COCCNC(=O)c1c(CS(=O)(=O)c2ccccc2)noc1C(=O)NCc1ccccc1,3,-6,1.1,0.95,-0.8,-3,5,-1,-2
O=C(Nc1nnc(-c2ccccc2F)s1)c1ccccc1F,5,11,0.89,0.99,0.5,-3,1,-1,-8
COc1cc(CN2CCCC(C(=O)Nc3ccccc3Oc3cccnc3)C2)ccc1F (stereo unspecified),1,-12,1.1,0.98,-0.3,-4,2,-1,-3
Nc1ccc(C(=O)OCc2nc3c(ccc4ccccc43)[nH]2)cc1,27*,13,0.87,1.3,-5.4,-1,-25,8,2
Cc1ccc2cc(C#N)c(NCCNC(=O)C3CCC3)nc2c1C,0,14,0.86,0.92,5.2,0,8,0,-4
COCCCn1c(=O)/c(=C\c2ccccc2OC(F)F)s/c1=C(/C#N)C(=O)N1CCOCC1,-2,11,0.89,0.85,-0.3,0,15,-3,-6
Cc1ccsc1C(=O)OCC(=O)NCCC1=CCCCC1,-8,-5,1,0.99,-0.1,0,1,0,-1
O=c1[nH]c(SCc2cccc(F)c2)nc2c1CCCC2,-2,-2,1,1,0.3,0,-5,0,-1
CCCCn1c(SCC(=O)N2CCOCC2)nnc1-c1cccs1,0,-9,1.1,1.2,-1.8,-1,-18,-9,-8
C[C@@]12C(=O)N(Cc3ccco3)CC(=O)N1[C@H]1c3ccccc3OC[C@@H]1[C@@H]2c1ccccc1,4,4,0.96,0.99,-2.2,-3,1,-2,-4
O=C(CCN1C(=O)/C(=C\c2cccs2)SC1=S)Nc1nccs1,-8,-20,1.2,0.93,0.9,-1,7,-5,-4
O=C(COc1ccc2ccc(=O)oc2c1)NCCCN1CCCC1=O,-4,-16,1.2,1,-2.7,-2,-3,1,-1
Cc1c(C#N)c2ccccc2n1CC(=O)N1CCc2ccccc2C1,4,-9,1.1,0.98,-0.8,5,2,4,7
CC1(C)CN(c2cccc(-c3ccnc4ncnn34)c2)C1=O,0,14,0.85,0.95,0.3,-2,5,54*,-8
CCOC(=O)N1CCC(N2C(=O)c3ccccc3C2Nc2ccc(S(=O)(=O)N(CC)CC)cc2)CC1 (stereo unspecified),-2,6,0.94,1.1,-0.7,-1,-10,-1,-3
O=S(=O)(c1ccccc1)c1cnn2c(C(F)(F)F)cc(-c3ccccc3)nc12,-2,0,1,0.99,3.1,1,1,0,-3
CCN(CC)C(=O)CNc1ccc(C(F)(F)F)cc1[N+](=O)[O-],-3,4,0.96,1,3.8,0,0,-2,-1
O=C(c1cccs1)C1CCCN(Cc2nc(Cc3ccccc3F)no2)C1 (stereo unspecified),0,13,0.87,0.96,-1.6,0,4,-3,-4
C=CC[C@H](CC(=O)N(CCO)Cc1ccccc1)C(=O)N[C@@H](COC(=O)[C@H](CC=C)CC(=O)OC(C)(C)C)Cc1c[nH]c2ccccc12,-14,-28,1.3,0.89,0.3,-5,11,1,-1
CCOc1ccccc1NC(=O)C(OC(=O)c1ccccc1NS(=O)(=O)c1cccs1)c1ccccc1 (stereo unspecified),0,9,0.91,0.89,0.4,-1,11,3,-3
CCC(C(=O)NCCN1CCOCC1)n1nc(C)n2c(cc3sccc32)c1=O (stereo unspecified),2,-4,1,0.92,0.5,-3,8,-1,3
Cc1cc(C(=O)Nc2ccon2)ccc1[N+](=O)[O-],-2,10,0.91,0.86,0.9,-2,14,-2,-9
Cc1ccc(NC(=O)OCC(F)(F)C(F)F)cc1NC(=O)OCC(F)(F)C(F)F,-7,-16,1.2,1.1,4.8,-1,-9,-1,0
Cc1ccc(S(=O)(=O)N2CCOCC2)cc1C(=O)OCC(=O)NCc1ccc2c(c1)OCO2,0,1,0.99,0.99,-0.3,-4,1,-2,-2
O=C(O)c1cc(-c2ccccc2)n(-c2ccccc2)n1,-4,4,0.95,1,-1.1,-4,-5,-5,-10
Clc1ccccc1N1CCN(c2ncnc3nc[nH]c23)CC1,1,-89,1.9,0.88,-1.7,13*,12,-1,-5
CNC(=O)CSc1nc2ccccc2c(=O)n1CCc1ccccc1,1,7,0.93,0.99,3.5,0,1,0,1
CC(C)CNC(=S)NC1CC2CCCC(C1)N2C1CCCCC1 (stereo unspecified),-17,-21,1.2,1,1.3,-3,-1,-3,-7
COc1cc(/C=C/C(=O)N2CCc3ccccc3C2)cc(OC)c1OC,-1,-22,1.2,0.98,1.1,1,2,-4,2
CC(Oc1ccc(Cl)cc1)C(=O)Nc1ccc(S(=O)(=O)Nc2nccs2)cc1 (stereo unspecified),-6,-5,1,1,0.3,-1,-2,5,-2
CC1CCC2C(=O)N(c3ccc(NC4CCCCC4)c([N+](=O)[O-])c3)C(=O)C2C1 (stereo unspecified),1,-5,1.1,0.81,0.8,0,19,0,-7
COc1ccc2c(c1)O[C@H](c1ccc3c(c1)OCO3)[C@@H](OC(=O)N[C@H](C)C1CCCCC1)C2=O,.,-3,1,1,.,-7,-4,-3,-7
CC(CCc1ccccc1)NC(=O)c1ccc(Cl)nc1 (stereo unspecified),0,2,0.97,1,0.9,-2,-1,2,-2
O=C(Nc1ccc(F)cc1)c1cc(S(=O)(=O)Nc2ccc(F)cc2)cs1,6,-3,1,0.97,43,-5,3,0,-4
O=C1C2C3C=CC(C3)C2C(=O)N1CNc1ccccn1 (stereo unspecified),-2,11,0.89,0.96,-1.1,3,4,1,-2
Cc1ccc2c(c1)[nH]c1c(=O)n(Cc3ccco3)cnc12,1,-1,1,1,2.1,-2,0,2,-4
O=Cc1ccc(Oc2nc(Cl)ncc2F)cc1,0,14,0.86,0.99,-1.6,-3,0,6,-4
Cc1ccc(Cn2nnc3c(=O)[nH]c(C4CCN(S(=O)(=O)c5ccccc5)CC4)nc32)cc1,-9,-2,1,0.92,-2.5,-2,8,-5,-11
CCn1c(-c2ccccc2)c[nH]c1=S,0,-12,1.1,1,-2.8,-4,0,-3,39
C/C(CC(=O)Nc1ccc2c(c1)OCCO2)=N\NC(=O)COc1cccc(C)c1,0,-9,1.1,0.93,-2.7,0,7,-1,-9
O=S(=O)(Nc1ccc2cn[nH]c2c1)c1ccc(Cl)cc1,-7,11,0.89,0.92,-0.9,2,8,-2,1
COc1cccc(/C=N/n2cnc3ccccc32)c1OC,-1,-13,1.1,0.82,0.3,1,18,0,-1

# In the list so far, these have a COOH group:
SMILES,NR3A LBD binder,hIAP block,hIAP act,mIAP act,MPTP block,MIN6 prolif,mIAP block,A3A deaminase,A3G deaminase
COc1ccc(-c2nn(-c3ccccc3)cc2/C=C\C(=O)Nc2ccc(C(=O)O)cc2)cc1,-3,-21,1.2,0.92,-0.5,-4,8,1,-4
O=C(O)c1cc(-c2ccccc2)n(-c2ccccc2)n1,-4,4,0.95,1,-1.1,-4,-5,-5,-10

# (cont.)
SMILES,NR3A LBD binder,hIAP block,hIAP act,mIAP act,MPTP block,MIN6 prolif,mIAP block,A3A deaminase,A3G deaminase
CC1(C)CC(=O)C=C(NCC2CCCO2)C1 (stereo unspecified),-1,7,0.93,1.1,-0.1,1,-6,-3,-8
COc1ccc2[nH]cc(CCN3C(=O)c4ccc(C(=O)O)cc4C3=O)c2c1,-3,-1,1,1,0.0,3,0,-2,-9
ON/C=N/C(=S)Nc1ncc(C(F)(F)F)cc1Cl,-2,-9,1.1,0.8,-2.1,-3,20,-2,-6
Cc1ccc(NC(=O)C2C3CC4OC(=O)C2C4C3)cc1Cl (stereo unspecified),0,-6,1.1,0.91,3.7,-1,10,-2,-5
Cc1cc(C)n(-c2ccc(S(N)(=O)=O)cc2[N+](=O)[O-])n1,1,8,0.92,1,-0.4,-1,-4,0,-5
O=C(O)CCn1c(C(=O)O)cc2sccc21,0,-16,1.2,0.99,0.4,-2,1,3,-7
Cc1ccccc1Cn1c(C(=O)OC(C)C)cc2c1ccn2C,-1,-3,1,0.99,1.6,-4,1,-1,-5
O=S(=O)(Nc1ccc(Cl)cn1)c1ccc(F)cc1,3,-21,1.2,0.96,-0.1,-2,4,0,-7
CCOC(=O)CC(NS(=O)(=O)Cc1ccccc1)c1ccc(C)cc1 (stereo unspecified),0,-6,1.1,1.1,1.5,-1,-6,1,-3

# A section taken from the entries so far, as a working copy:
SMILES,NR3A LBD binder,hIAP block,hIAP act,mIAP act,MPTP block,MIN6 prolif,mIAP block,A3A deaminase,A3G deaminase
Cc1ccccc1Cn1c(C(=O)OC(C)C)cc2c1ccn2C,-1,-3,1,0.99,1.6,-4,1,-1,-5
O=S(=O)(Nc1ccc(Cl)cn1)c1ccc(F)cc1,3,-21,1.2,0.96,-0.1,-2,4,0,-7

# Source: PubChem
